High-throughput results deposited in PubChem by Sanford-Burnham Center for Chemical Genomics.
APJ ag: agonists of human APJ apelin receptor. 330,000 tested, 0.11% active. CHO-K1 APJ PathHunter beta-arrestin, luminescence; 0% DMSO wells, 100% apelin. P35414. activation, % at 20 µM;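 active = activation more than six SD over the plate average, tested at 20 µM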;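 note: 0% = DMSO alone and 100% = apelin-13 at 10 nM; some results filed as inactive read as strong as hits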
Target sequence (P35414 whole entry, looked up): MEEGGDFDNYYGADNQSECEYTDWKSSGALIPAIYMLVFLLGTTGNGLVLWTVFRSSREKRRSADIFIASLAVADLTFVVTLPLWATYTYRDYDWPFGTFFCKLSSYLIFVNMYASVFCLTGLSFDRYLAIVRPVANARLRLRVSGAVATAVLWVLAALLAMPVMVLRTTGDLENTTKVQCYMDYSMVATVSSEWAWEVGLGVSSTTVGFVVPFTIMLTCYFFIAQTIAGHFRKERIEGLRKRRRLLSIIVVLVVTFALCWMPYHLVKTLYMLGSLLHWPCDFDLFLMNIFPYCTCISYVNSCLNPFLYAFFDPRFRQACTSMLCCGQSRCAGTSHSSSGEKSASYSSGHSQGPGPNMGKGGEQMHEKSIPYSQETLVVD
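Test system – PathHunter CHO-K1 APJ (AGTRL-1) beta-arrestin reporter cells · Input – 1000 cells/well · Compound – single test compound dose, 20 µM final, 1% DMSO · Times – compound stimulation 90 min at 25 °C, detection 60 min · Technique – beta-gal luminescence · Read-out basis – APJ–arrestin association signal · Control set – negative DMSO alone, positive Apelin-13 at 10 nM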
NR3A LBD binder: NR3A (human) ligand-binding domain modulation; NR3A LBD differential scanning fluorimetry, Tm shift; 0% = protein alone, 100% = glycine-bound protein; Tm shift relative to glycine control, % at 25 µM; AID 1259313; 340,000 tested, 2.5% active;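 active = melting temperature shift of at least 10% of the positive control shift, at one fixed dose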
APJ antagonist: antagonists of human APJ apelin receptor. CHO-K1 APJ beta-arrestin complementation, luminescence. 330,000 tested, 0.32% active. P35414. inhibition, % at 20 µM;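 active = inhibition above about 40% at 20 µM, limit read from the data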;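 note: cells challenged with 10 nM apelin-13 agonist together with compound; plate controls were apelin-13 plus DMSO wells for no effect and DMSO wells lacking apelin-13 for full effect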
tim23-1 inh: inhibits growth of tim23-1 mutant yeast | 330,000 tested, 1.3% active | inhibition, % at 20 µM | AID 463212 | S. cerevisiae tim23-1 growth, BacTiter-Glo luminescence, 24 h;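 active = growth inhibition of the mutant yeast at or above 50%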;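 note: temperature-sensitive mutant grown at 25 °C; plate controls were DMSO-treated mutant yeast for no effect and medium wells lacking yeast for full effect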
NLRP3 yeast inh: inhibitors of NALP3 inflammasome in yeast. Yeast reconstituted NLRP3/ASC/caspase-1, beta-gal luminescence, 24 h. 330,000 tested, 0.39% active. inhibition, % at 10 µM;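 active = inhibition of 50% or more; inactive = inhibition below 50%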;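 note: plate controls were induced DMSO wells for no effect and uninduced yeast grown without galactose for full effect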
tim10-1 inh: growth inhibitors of tim10-1 mutant yeast. 330,000 tested, 2.2% active. inhibition, % at 20 µM. S. cerevisiae tim10-1 ts strain growth, BacTiter-Glo, 24 h;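 active = inhibition of at least 40%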;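 note: mutant grown at 25 °C; 0% = DMSO wells with yeast and 100% = wells holding no yeast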
MPTP inh: permeability transition pore inhibition | isolated mouse mitochondria, Ca2+ swelling absorbance, 30 min | inhibition, % at 10 µM | 360,000 tested, 1.4% active | AID 602449;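 active = inhibition of 50% or more, scaled per plate between neutral and stimulator controls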;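 note: 0% = DMSO wells given calcium and 100% = 1 mM EGTA wells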
beta cell repl: induces beta-cell replication in MIN6 cells; MIN6 cells proliferation, ATPlite luminescence, 48 h; cells starved in 0.2% serum; 100% = growth in 10% serum; proliferation, % at 10 µM; 330,000 tested, 0.29% active; AID 2380;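 active = compounds whose signal lies at least 3.5 SD above the mean of all wells on their plate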;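 note: 0% = DMSO-treated cells in low-serum medium and 100% = 10% serum control; some compounds called inactive have numbers as strong as hits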
TIM10 inh: inhibits growth of TIM10 yeast strain | S. cerevisiae TIM10 strain growth, BacTiter-Glo luminescence, 24 h | inhibition, % at 10 µM | 330,000 tested, 1.4% active;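 active = inhibition of 40% or more at the single tested concentration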;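 note: wild-type TIM10 isogenic control strain grown at permissive 25 °C; 0% = DMSO yeast wells and 100% = minimal medium wells without yeast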
* marks the source's active call; other numbers are inactive results; · = no result given; & = joins results of further samples.

Labels used below: A = APJ ag; B = NR3A LBD binder; C = APJ antagonist; D = tim23-1 inh; E = NLRP3 yeast inh; F = tim10-1 inh; G = MPTP inh; H = beta cell repl; I = TIM10 inh
1	O=C(NC(=S)Nc1ccccc1N1CCCC1)c1ccco1
  A: -3; B: 1; C: 8; D: 41; E: -49; F: 35; G: 0.8; H: -3; I: 35

2	CCOc1ccc(/C=N/NC(=O)c2c(C)n(C)c3ccc(OC)cc23)cc1
  A: 0; B: -13; C: 5; D: 8; E: 18; F: 12; G: 0.9; H: 0; I: 20

3	N#CCCN(C(=O)CSc1ncccn1)c1ccc2c(c1)OCCO2
  A: -5; B: 2; C: 4; D: 3; E: -2; F: -5; G: -1.0; H: 4; I: 7

4	O=C(COC(=O)CNC(=O)c1cccc(OC(F)F)c1)NNC(=O)c1ccccc1
  A: -6; B: -2; C: 3; D: 10; E: 19; F: 4; G: -1.3; H: -1; I: -4

5	Clc1cc2c(c(CSc3nc4ccccc4n4cccc34)c1)OCOC2
  A: -3; B: 1; C: 14; D: -1; E: -3; F: 12; G: -1.2; H: -1; I: -14

6	CCCCn1c(O)c(/C=C/C=C/C=Nc2ccccc2)sc1=S
  A: 0; B: 5; C: -20; D: 40; E: 19; F: 36; G: 5.2; H: -6; I: 19

7	Cc1cccc(NC(=O)CSc2nc3ccccc3c(=O)n2C)c1
  A: -1; B: -3; C: 10; D: 10; E: 17; F: -19; G: 10; H: -4; I: -20

8	CCCCCn1c(=O)[nH]c2cc(C(=O)NCCN(CC)CC)ccc2c1=O
  A: -5; B: 0; C: 1; D: 11; E: 13; F: 5; G: -0.3; H: 2; I: 1

9	CCOc1ccc(S(=O)(=O)NCCOC)cc1C
  A: -1; B: 0; C: 19; D: -2; E: 21; F: 21; G: 1.0; H: -3; I: -18

10	CC(=O)Nc1ccc(S(=O)(=O)NC2(C(F)(F)F)NC(=O)N(c3ccccc3F)C2=O)cc1 (stereo not drawn)
  A: -3; B: -1; C: 9; D: 8; E: 1; F: -12; G: -1.6; H: 0; I: 6

11	CC1(c2cccc(Br)c2)NC(=O)N(CC(=O)NC2CCCCC2)C1=O (stereo not drawn)
  A: -2; B: -2; C: 5; D: 0; E: 3; F: -7; G: -2.0; H: 2; I: 5

12	CC(=O)Nc1ccc2c(c1)ncn2-c1ccccc1
  A: -3; B: 1; C: 18; D: 3; E: -1; F: -22; G: 0.7; H: -1; I: -4

13	COc1cc2[nH]c(=O)c(C(=O)NCCCN3CCOCC3)c(O)c2cc1OC
  A: -3; B: 1; C: -13; D: -19; E: 4; F: -23; G: -1.8; H: 4; I: 5

14	CC1=C(CC(=O)O)c2cc(F)ccc2/C1=C/c1ccc(S(C)=O)cc1 (stereo not drawn)
  A: -4; B: -1; C: 9; D: 0; E: 13; F: 4; G: -1.8; H: -3; I: 6

15	COc1ccc(-c2nc(-c3cccs3)no2)cc1
  A: 0; B: 0; C: 6; D: 17; E: 25; F: -7; G: 1.5; H: -4; I: 19

Next part; it opens with the three that closed the last part.
Labels used below: A = APJ ag; B = NR3A LBD binder; C = APJ antagonist; D = tim23-1 inh; E = NLRP3 yeast inh; F = tim10-1 inh; G = MPTP inh; H = beta cell repl; I = TIM10 inh
13	COc1cc2[nH]c(=O)c(C(=O)NCCCN3CCOCC3)c(O)c2cc1OC
  A: -3; B: 1; C: -13; D: -19; E: 4; F: -23; G: -1.8; H: 4; I: 5

14	CC1=C(CC(=O)O)c2cc(F)ccc2/C1=C/c1ccc(S(C)=O)cc1 (stereo not drawn)
  A: -4; B: -1; C: 9; D: 0; E: 13; F: 4; G: -1.8; H: -3; I: 6

15	COc1ccc(-c2nc(-c3cccs3)no2)cc1
  A: 0; B: 0; C: 6; D: 17; E: 25; F: -7; G: 1.5; H: -4; I: 19

16	O=C1N[C@H](Cc2ccccc2)COC(=O)[C@@H](Cc2ccc(F)cc2)CC/C=C/C[C@H]1CC(=O)N(CCO)Cc1ccccc1
  A: -4; B: -6; C: 10; D: 13; E: 34; F: 3; G: -2.7; H: -6; I: 2

17	COc1ccc(C(=O)NCC(c2ccco2)N(C)C)cc1S(=O)(=O)NCc1ccc(Cl)cc1 (stereo not drawn)
  A: -3; B: 1; C: 12; D: -16; E: 21; F: -11; G: -0.2; H: 2; I: -6

18	CC(=O)c1ccccc1OCc1ccc(S(=O)(=O)Cc2ccccc2)cc1
  A: -1; B: 4; C: 8; D: 23; E: 14; F: 26; G: 0.7; H: -1; I: -9

19	O=C(C1CCN(S(=O)(=O)c2cccc3cccnc23)CC1)N1CCCC1
  A: -6; B: -1; C: 18; D: -2; E: 6; F: 20; G: -0.6; H: 5; I: 10

20	CC1CC(C)CN(C(=O)COC(=O)CCC(=O)c2cccs2)C1 (stereo not drawn)
  A: -3; B: -1; C: -6; D: 16; E: 5; F: 11; G: 0.0; H: 0; I: 2

21	O=C(NCc1cccs1)c1cc(-c2ccccc2)nn1CC1CC(c2cccc([N+](=O)[O-])c2)=NO1 (stereo not drawn)
  A: 2; B: -14; C: -12; D: 17; E: -6; F: 19; G: 0.5; H: 0; I: 13

22	Cc1cccc(C(=O)N2CCC(n3nnc4cc(F)ccc43)CC2)c1
  A: -7; B: 1; C: 12; D: 5; E: -25; F: 21; G: -0.5; H: -3; I: 9

23	O=[N+]([O-])c1ccc(/C=N/N2CCN(c3ccncc3S(=O)(=O)N3CCCCC3)CC2)cc1
  A: 0; B: -5; C: -6; D: -4; E: 4; F: 7; G: -1.0; H: 0; I: -6

24	Cc1nc2ccccc2n1/C(=N\S(=O)(=O)c1ccccc1)c1ccccc1
  A: 5; B: 1; C: -5; D: 7; E: 14; F: -8; G: 0.9; H: 0; I: 0

25	CCn1c(SCC(=O)NC2CCCCC2)nnc1-c1ccco1
  A: -4; B: 1; C: 14; D: -7; E: 2; F: -5; G: 0.1; H: 3; I: -5

26	Cc1ccc(NC(=O)COC(=O)c2cccnc2Cl)cc1S(=O)(=O)N1CCCCC1
  A: 4; B: -6; C: -10; D: 8; E: 8; F: 14; G: 1.9; H: -1; I: -5

27	O=C1CCN(S(=O)(=O)c2ccccc2)C2CCCCC12 (stereo not drawn)
  A: -5; B: 2; C: 4; D: -4; E: -11; F: 18; G: -1.1; H: 4; I: 12

28	O=C(COC(=O)C1CCN(S(=O)(=O)c2cccs2)CC1)NCc1ccc(F)cc1
  A: -2; B: 0; C: -4; D: 18; E: 10; F: 8; G: -0.5; H: 2; I: -17

29	Cc1ccc(C(=O)c2c(C)oc3c2C(=O)C(=O)c2ccccc2-3)cc1
  A: 14*; B: 0; C: -23; D: 38; E: 6; F: 22; G: -0.5; H: -4; I: 23

30	Cc1cc(C)cc(CSc2ccc(S(=O)(=O)N3CCCC3)cn2)c1
  A: -5; B: 2; C: 4; D: 1; E: 35; F: -12; G: -1.5; H: -6; I: -14

31	Oc1ccccc1CNc1nccs1
  A: 0; B: -2; C: 13; D: -4; E: 14; F: -6; G: 0.6; H: -5; I: -10

32	CC1=CC=CC2=NC(=O)CC(C)(C(=O)N(CC(=O)NC3CCCC3)Cc3ccc(Cl)cc3)N12 (stereo not drawn)
  A: -3; B: 0; C: -3; D: 14; E: 8; F: 14; G: -0.8; H: -3; I: -15

33	COc1ccc(NS(=O)(=O)c2cccc(C(=O)NCC3(N4CCOCC4)CCCCC3)c2)cc1
  A: -7; B: -1; C: 6; D: 1; E: 16; F: -5; G: 0.3; H: 8; I: 4

34	COc1ccc(OCc2ccc(C(=O)O)cc2)cc1
  A: 3; B: 0; C: 4; D: 17; E: -1; F: 11; G: -3.4; H: 0; I: 10

35	Cc1c(Cl)cccc1NC(=O)C1CCN(S(C)(=O)=O)CC1
  A: 0; B: -1; C: 0; D: 16; E: 5; F: 6; G: 0.0; H: 3; I: 4

36	O=C(O)CC(=O)NC12CC3CC(CC(C3)C1)C2
  A: -5&-5; B: 0&-10; C: -17&5; D: 14&12; E: 11&3; F: 11&8; G: 1.5&1.6; H: 1&-3; I: -1&15

37	COC(=O)CC1C(=O)NCCN1C(=S)Nc1ccccc1 (stereo not drawn)
  A: 1; B: -4; C: 16; D: 7; E: -14; F: 9; G: 18; H: 0; I: 5

38	CC(OC(=O)COc1cccc2c1OC(C)(C)C2)C(=O)Nc1ccc(S(N)(=O)=O)cc1 (stereo not drawn)
  A: -2; B: -2; C: 15; D: 5; E: 12; F: -1; G: 0.0; H: -3; I: -4

39	O=C(Cn1cc2c(n1)CCCCC2)NCc1ccccn1
  A: -5; B: -1; C: -31; D: 10; E: -7; F: 16; G: -1.1; H: 12*; I: 10

40	NC(=O)CC[C@@H]1NC(=O)[C@@H]2CCCN2C(=O)c2cc([N+](=O)[O-])cc(I)c2NCCC[C@@H](C(N)=O)NC1=O
  A: 0; B: 5; C: -6; D: 8; E: -5; F: 10; G: ·; H: -6; I: 5

41	CCOc1ccc(-c2nnn(CC(=O)NCc3ccc(C)cc3)n2)cc1
  A: -3; B: -5; C: 9; D: 0; E: 11; F: 6; G: -1.8; H: -3; I: 10

42	COc1ccccc1N1CCN(C(=O)CN(C)S(=O)(=O)c2ccc3c(c2)c(=O)n(C)c(=O)n3C)CC1
  A: -3; B: -2; C: 12; D: 7; E: 18; F: 9; G: -4.4; H: 6.9*; I: 14

43	CCn1c2ccccc2c2cc(NC(=O)c3cccc([N+](=O)[O-])c3C)ccc21
  A: -1; B: -7; C: -9; D: 11; E: 21; F: 6; G: 1.2; H: -1; I: 22

44	C1CCC(Nc2nc3nonc3nc2N2CCSCC2)C1
  A: -4; B: 0; C: 6; D: -21; E: 10; F: -12; G: 4.5; H: 4; I: -18

45	COCCNc1cc(N)c([N+](=O)[O-])cc1[N+](=O)[O-]
  A: 1; B: 1; C: 0; D: 7; E: 13; F: 29; G: 0.7; H: 0; I: -24

Three compounds already listed, sorted by their value in NR3A LBD binder, highest first:
nr | Structure | NR3A LBD binder
45 | COCCNc1cc(N)c([N+](=O)[O-])cc1[N+](=O)[O-] | 1
35 | Cc1c(Cl)cccc1NC(=O)C1CCN(S(C)(=O)=O)CC1 | -1
42 | COc1ccccc1N1CCN(C(=O)CN(C)S(=O)(=O)c2ccc3c(c2)c(=O)n(C)c(=O)n3C)CC1 | -2

More entries follow:
Labels used below: A = APJ ag; B = NR3A LBD binder; C = APJ antagonist; D = tim23-1 inh; E = NLRP3 yeast inh; F = tim10-1 inh; G = MPTP inh; H = beta cell repl; I = TIM10 inh
46	Cc1ccc(C)c(NC(=S)N(C)CCO)c1
  A: -4; B: 1; C: 2; D: 5; E: 19; F: 7; G: -2.0; H: -3; I: 4

47	CCC(CC)C(=O)Nc1ccccc1-n1cccc1
  A: -5; B: 0; C: 14; D: 13; E: 16; F: 14; G: -5.4; H: 0; I: 5

48	CCOC(=O)c1cccc(NC(=O)/C=C/c2cccc([N+](=O)[O-])c2)c1
  A: -2; B: 5; C: 6; D: 1; E: 4; F: 10; G: 10; H: 0; I: 10

49	Cc1ccc(NC(=O)CC(=O)c2ccc([N+](=O)[O-])cc2)cc1S(=O)(=O)Nc1cccc(Cl)c1
  A: -2; B: 25*; C: 5; D: 16; E: 21; F: 30; G: 80*; H: -6; I: 11
